# mouse EphA4 binding: inhibitors of EphA4 binding to KYL peptide, primary screen, biochemical, colorimetric, mouse EphA4 (AID 689); Ephrin type-A receptor 4 (Mus musculus); EphA4-AP binding to KYL peptide, pNPP A405; higher % means a stronger effect; inhibition, % at 10 µM; hits with a dose series show IC50 in µM; actives 0.1% (n = 62,000); in the data active = a potency from the dose series; inactive = the rest, 99 in 100 with inhibition below about 22%
# The depositor's hits bear a star; & = joins results of further samples.
SMILES,mouse EphA4 binding
Cc1nn(C)c(C)c1S(=O)(=O)N1CCCC(C(=O)N2CCN(c3ccccc3)CC2)C1 (stereo unspecified),-3%
O=C(NNS(=O)(=O)c1ccccc1)c1cnn(-c2ccccc2)c1-n1cccc1,-6%
Cc1ccc2cc(C)c3nnc(SCC(=O)Nc4nc5c(s4)CCCC5)n3c2c1C,7%
Cc1cccc(/C=C2/SC(=S)N(Cc3ccccc3)C2=O)c1,9%
Cc1cc(=O)[nH]c2ccccc12,-4%
C/C(=N\NC(=O)c1ccccc1O)c1c(O)cc(C)oc1=O,-1%
O=C(NC(=S)N1CCCc2ccccc21)c1ccc([N+](=O)[O-])cc1,2%
O=C(CSc1nc2ccccc2n1S(=O)(=O)c1ccccc1)N1CCCCC1,-6%
Cc1cc(C)nc(SCC(=O)O)n1,-5%
CCOC(=O)c1oc2cccc(O)c2c1CN(Cc1ccccc1)C(C)=O,-5%
Cc1ccc(C(=O)NCCOC23CC4CC(CC(C4)C2)C3)cc1,-10%
O=C(CN(C(=O)CSc1nc2ccccc2o1)c1cccc(F)c1)NC1CCCCC1,1%
CCOC(=O)C1CCCN(CCC(=O)Nc2cccc(F)c2)C1 (stereo unspecified),-12%
COc1cc2cc3c(N)c(C(=O)Nc4sc(C)c(C)c4C#N)sc3nc2cc1OC,25%
CCOc1ccc2[nH]c(C)c(CN3CCOCC3)c(=O)c2c1,-12%
NC1=NC(=O)/C(=C\c2ccccc2Cl)S1,-5%
CCC(CC)COC(=O)C(C#N)c1nc2ccccc2nc1N1CCN(CC)CC1 (stereo unspecified),-6%
CCOc1ccc(CN(C(=O)c2ccco2)C2CCS(=O)(=O)C2)cc1 (stereo unspecified),-11%
COCCCNC(=O)CN(c1ccc(Cl)cc1)S(=O)(=O)c1ccccc1,-1%
CCOC(=O)c1cnc(-c2ccccc2)nc1Oc1ccc(C)cc1,6%
COc1ccc(CNCC(O)(c2ccc(Cl)cc2)c2ccc(Cl)cc2)cc1OC,2%
CCCCc1c(C)c2ccc(OC)c(/C(C)=N\O)c2oc1=O,-4%
CC1(C)CC(N(Cc2ccco2)C(=O)Cc2ccccc2)CCO1 (stereo unspecified),-6%
CCn1cc(CNC(=O)CCc2ccc(OC)cc2)cn1,-16%
CCOC(=O)C1CCN(C(=O)CCS(=O)(=O)c2ccc3c(c2)CCN3C(C)=O)CC1,-11%
COc1cc(-c2noc(-c3ccc(C)cc3)n2)cc(OC)c1OC,2%
COc1ccccc1OCCCn1c(C)c(C#N)c2ccccc21,-8%
Cc1ccc(S(=O)(=O)NCC(=O)OCC(=O)c2cccs2)cc1,1%
COc1ccc(OC)c(NC(=O)CCC(=O)Nc2nnc(C(F)(F)F)s2)c1,-10%
CCc1ccccc1NC(=O)c1nnn(CC(=O)Nc2ccccc2C)c1N,3%
N#Cc1ccsc1NC(=O)COC(=O)CCCSc1nc2ccccc2s1,3%
O=C1NN(c2ccccc2)C(=O)/C1=C/c1c(Cl)cccc1Cl,-7%
Cc1ccc(-c2cc(C(F)F)n3ncc(C(=O)Nc4c(C)nn(Cc5c(Cl)cccc5Cl)c4C)c3n2)cc1,-5%
Cc1cc2ccccc2n1CCNC(=O)c1ccccc1,33µM*
COc1ccccc1CC(=O)NC1CC(C)(C)NC(C)(C)C1,7%
CCOc1ccccc1N(CC(=O)N1CCCC1)S(=O)(=O)c1ccccc1,1%
Cc1c(OCC(=O)C(C)(C)C)ccc2c1oc(=O)c1ccccc12,-1%
CCOC(=O)CNC(=O)CCNS(=O)(=O)c1ccc2c(c1)c(=O)n(C)c(=O)n2C,-2%
COc1ccc(C(=O)/C=C/Nc2cccc(C)n2)cc1OC,-1%
Cc1ccc(C2=NN(C)c3nc4ccccc4n3C2)cc1,11%
C=CCn1c(SCC(=O)NCc2ccccc2)nnc1C1CCCCC1,-7%
CN(CCOC(=O)c1ccco1)Cc1ccccc1,3%
Cc1ccccc1NC(=O)c1c(N)sc2c1CCCC2,9%
Cn1c(-c2ccc(C=O)s2)nc2c3ccccc3c3ccccc3c21,4%&22%
O=C(Nc1nnc(SCc2ccccc2)s1)c1ccco1,-6%
COc1ccc(C2OCC3(CO2)SC2=NCN(C)CN2C3=O)cc1OC (stereo unspecified),3%
Cc1ccc(NC(=O)CCC(=O)OCCCC(F)(F)C(F)(F)F)cc1,-10%
C=CCNC(=O)C(=O)Nc1ccc(C)cc1,2%
O=c1/c(=C\c2ccc(F)cc2)sc2nc(-c3ccc(Cl)cc3Cl)nn12,7%
COc1ccc(S(=O)(=O)N(CC(=O)Nc2ccc(Br)cc2)c2ccc(C)cc2)cc1OC,-3%
COc1ccc(-c2cc(C#N)nc(N3CCN(c4ccccc4)CC3)n2)cc1,2%
Cc1cc2ccccc2c(=O)n1CC(=O)Nc1ccc2c(c1)OCCO2,-10%
Cc1ccc(CN2C(=O)CCC2C(=O)NCc2cccnc2)cc1 (stereo unspecified),-4%
COC(=O)c1nn(-c2ccccc2)c(Cl)c1/C=N/OCc1ccc(C)cc1,-1%
CCC1=C/C(=C\c2ccc3c(c2)OCO3)C(=O)S1,3%
CN(C(=O)C12CC3CC(CC(C3)C1)C2)C1CCS(=O)(=O)C1 (stereo unspecified),7%

# The list continues:
SMILES,mouse EphA4 binding
CCOC(=O)c1ccc(NCc2ccc(N(C)C)cc2)cc1,-8%
CC(C)=CC(=O)OCC(=O)Nc1nc(C)c(Cl)cc1Cl,-8%
Cc1nn(Cc2ccc([N+](=O)[O-])cc2)c(=O)n1-c1ccccc1,2%
CCn1c(SCC(=O)N/N=C/C(C)=C/c2ccco2)nnc1-c1ccccc1,-8%
CN(CC(CC(=O)Nc1nncs1)c1ccccc1)S(=O)(=O)c1ccccc1 (stereo unspecified),-1%
FC(F)(F)c1ccc(C2Nc3cccc4cccc(c34)N2)cc1,-16%
CC(=O)/C(C(=N)N1CCN(C(c2ccccc2)c2ccccc2)CC1)=C(\C)O,-9%
O=C1CCN(S(=O)(=O)c2ccccc2)N1,-8%
c1ccc(-c2nc(CSc3nnnn3-c3ccccc3)cs2)cc1,6%
Cc1ccc(-c2c(C)sc(NC(=O)C3C4CCC(O4)C3C(=O)O)c2C(=O)OC(C)C)cc1 (stereo unspecified),-14%
Cc1ccc(C(=O)NCc2ccco2)cc1Br,-16%
CN(C)/C(CN1CCOCC1)=C1\N=C(c2ccccc2)OC1=O,-14%
CN(C(=O)COc1cc(=O)n(C)c2ccccc12)c1ccc(Cl)cc1,-12%
CCCCNC(=S)NNC(=O)c1sccc1C,-16%
CC(=O)c1c(N2CCCCC2)nc(=S)n(-c2ccccc2)c1C,-14%
CSc1nnc2n(-c3ccc(C)cc3)c(=O)c3c4c(sc3n12)COC(C(C)C)C4 (stereo unspecified),4%
O=c1oc2c(CN3CCOCC3)c(O)ccc2cc1-c1nc2ccccc2s1,-6%
O=C(NCC1CCCO1)c1cccs1 (stereo unspecified),-6%
Cc1ccnc(NC(=O)c2ccc(N3C(=O)CCC3=O)cc2)c1,7%
O=C(NCc1ccc(F)cc1)c1cnn2ccccc12,-5%
CC(=O)Nc1ccc(NCN2C(=O)C3C4CCC(C4)C3C2=O)cc1 (stereo unspecified),-20%
CCOC(=O)COc1ccc(/C=N\n2cnnc2)cc1OC,3%
CC1=CC(=C2N=C(c3ccccc3)OC2=O)C=C(C)O1,-10%
Cc1cc(C)nc(NS(=O)(=O)c2ccc(NC(=O)Cn3c(=O)oc4ccccc43)cc2)n1,-6%
Cc1c(NC(=O)c2ccc(CSc3ccc(Cl)cc3)cc2)c(=O)n(-c2ccccc2)n1C,-7%
C#CCSc1nnc(-c2ccc(OC)cc2)o1,-14%
COc1ccc(OC)c(NC(=O)Cn2c(-c3ccc(Cl)cc3)noc2=O)c1,-4%
Cc1ccc(NC(=O)c2cccc3c2C(=O)N(C2CCCCC2)C3)cc1,-5%
CCOC(=O)N1CCN(C(=O)Cn2c(C)cc3ccccc3c2=O)CC1,-18%
COc1ccc(OC)c(S(=O)(=O)n2cnc3cc(C)c(C)cc32)c1,-3%
COc1ccccc1CN(Cc1cc2cc(C)ccc2[nH]c1=O)Cc1nnnn1Cc1ccco1,15%
CCC(Sc1ncccc1C(=O)OC(C)C)C(=O)NCc1ccco1 (stereo unspecified),-2%
COc1cccc(CNC2CCCC2)c1,-3%
O=C(Nc1cccc(Cl)c1)N1CCN(Cc2ccc3c(c2)OCO3)CC1,-3%
CCCc1cc(=O)oc2cc(C)cc(O)c12,4%
C=CCNC(=S)NNC(=O)c1cccc2ccccc12,-29%
O=C(CN1CCOCC1)Nc1ccc(S(=O)(=O)N2CCCCCC2)cc1,-5%
CC(C)[C@H](NC(=O)NCc1ccco1)C(=O)O,-5%
O=C(CSc1nc2cc(Cl)ccc2s1)NC(=O)NCc1ccco1,2%
CCn1c(SCC(=O)Nc2cccc(NC(=O)c3cccs3)c2)nnc1-c1ccncc1,2%
O=C(Nc1nc2c(Cl)ccc(Cl)c2s1)c1ccco1,-14%
Cc1cccc(C)c1N1C(=O)c2ccccc2C1=O,4%
COC(=O)C1=C(C(=O)c2ccc(C)cc2)C(c2ccc(O)c(OC)c2)n2nnnc2N1 (stereo unspecified),-4%
O=C(NCc1ccco1)c1ccc(Cn2c(=O)c3ccccc3n(Cc3cccc(F)c3)c2=O)cc1,-3%
COc1ccc2c(=O)c(Oc3ccccc3Br)coc2c1,16%
O=C(O)CC1Sc2ccccc2NC1=O (stereo unspecified),-20%
O=C(CCCn1nnc(-c2cccnc2)n1)c1ccc(F)cc1,-11%
O=C(c1cccc(Cl)c1)N1CCCC(c2ccc(Cl)cc2)=N1,3%

# A second format for part of the listing above:
> CCOC(=O)c1ccc(NCc2ccc(N(C)C)cc2)cc1
  mouse EphA4 binding = -8%

> CC(C)=CC(=O)OCC(=O)Nc1nc(C)c(Cl)cc1Cl
  mouse EphA4 binding = -8%

> Cc1nn(Cc2ccc([N+](=O)[O-])cc2)c(=O)n1-c1ccccc1
  mouse EphA4 binding = 2%

> CCn1c(SCC(=O)N/N=C/C(C)=C/c2ccco2)nnc1-c1ccccc1
  mouse EphA4 binding = -8%

# Additional structures.
SMILES,mouse EphA4 binding
Cc1ccccc1C(=O)O/N=C(\N)c1cccc([N+](=O)[O-])c1,0%
CC1=NN(C(=O)Cc2ccccc2)C(O)(c2cccnc2)C1 (stereo unspecified),-10%
CN(c1ccccc1)S(=O)(=O)c1ccc(NC(=O)c2ccc(-c3ccccc3)cc2)cc1,3%
Cc1ccc(CNC(=O)CN(C)S(=O)(=O)c2cccc3cccnc23)cc1,-13%
CC1(C)CC(NC(=O)CC2CCCCC2)CC(C)(C)N1,-6%
CC1CCCCN1c1nc(-c2ccncc2)nc2ccccc12 (stereo unspecified),-14%
Cc1ccc(OCCc2c(C)n[nH]c2C)cc1C,0%
CCN1C(=O)c2cccc3c(S(=O)(=O)Nc4ncccc4C)ccc1c23,-12%
Cc1c(C#N)c2ncn(CCCN(C)C)c(=O)c2n1-c1ccccc1,-6%
Cc1nc2ccc(NC(=S)Nc3cccc([N+](=O)[O-])c3)cc2nc1C,13%
CCc1c(O)nc(SCC(=O)Nc2ccccc2)n(C(C)CC)c1=O (stereo unspecified),-12%
Cc1nn(-c2ccccc2)c2sc(C(=O)NC3CC3)cc12,-1%
Cn1c(=O)cc(OCCCC(=O)Nc2cccnc2)c2ccccc21,-3%
CCc1cccc(CC)c1N(COC)C(=O)Cn1c(C(C)O)nc2ccccc21 (stereo unspecified),-12%
COc1ccc(C2C3=C(CC(C)(C)CC3=O)OC3=C2C(=O)CC(C)(C)C3)cc1Br,-22%
CN(C)CCNc1ccc(Cl)cc1[N+](=O)[O-],-8%
COc1ccc(S(=O)(=O)c2ccc(O)cc2)cc1,6%
COc1ccccc1NC(=O)C1CCCCN1S(=O)(=O)c1ccc(F)cc1 (stereo unspecified),-17%
O=C(O)CCCC(=O)Nc1ccccc1C(=O)O,-7%
COCCNC(=O)CN(c1cccc(OC)c1)S(=O)(=O)c1ccc(C)cc1,-5%
CCN1CCN(C(=O)CCCn2c(C)c3cnn(-c4ccccc4)c(=O)c3c2C)CC1,-12%
O=C1c2ccccc2C(=O)N1CC(=O)N1c2ccccc2Sc2ccccc21,-6%
O=C(/C=C/c1ccc(S(=O)(=O)Nc2ccccc2)cc1)C1C(=O)c2ccccc2C1=O,-1%
CC1C2CC(C(CN(C)C)/C2=N/O)C1(C)C (stereo unspecified),4%
Cn1c(=O)[nH]c(=O)c2c1nc1n2CCCS1,13%
CCOC(=O)CSc1nc(-c2ccccc2)nc2ccccc12,-8%
Cc1ccc(-c2nc3ccccc3s2)cc1S(=O)(=O)N1CCOCC1,3%
CN(c1ccc(S(=O)(=O)N2CCOCC2)cn1)C1CCCCC1,-9%
CCOc1ccccc1C1C(C(N)=O)=C(C)Nc2nc(-c3ccc(OC)cc3)nn21 (stereo unspecified),-4%
Cc1ccc(CN2CCN(/N=C/c3ccc(C(=O)O)cc3)CC2)cc1,-2%
O=C(O)c1ccc(C(=O)Nc2cccc(NC(=O)C3CCCO3)c2)cc1 (stereo unspecified),7%
Cc1ccc(S(=O)(=O)N2CCN(S(C)(=O)=O)C2)cc1,-3%
N#CC1=C2SCN(Cc3ccco3)CN2C(=O)CC1c1ccc(Cl)cc1 (stereo unspecified),-4%
Cc1ccc(/C=C/C(=O)c2nc3ccccc3[nH]2)cc1,-4%

# Only part of the results is shown. The share of hits here may be higher or lower than overall.
